Screening results (PubChem BioAssay)
S1P3 antagonist: blocks the human S1P3 receptor; CHO S1P3 NFAT-BLA reporter, FRET fluorescence, antagonist mode; inhibition, % at 4.98 µM; 170,000 compounds, 0.27% hits; AID 485;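 active means inhibition above the plate cutoff, the mean inhibition of test wells on that plate plus 3 SD, cut at about 28% in these data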;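 further: cells challenged with S1P at its EC80 of 0.8 µM; blue over green emission ratio from cleaved BLA substrate after 4 h stimulation; 0% = S1P-stimulated wells and 100% = unstimulated DMSO-only wells; some compounds past the cut are filed as inactive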
Target sequence (Q99500 whole entry, looked up): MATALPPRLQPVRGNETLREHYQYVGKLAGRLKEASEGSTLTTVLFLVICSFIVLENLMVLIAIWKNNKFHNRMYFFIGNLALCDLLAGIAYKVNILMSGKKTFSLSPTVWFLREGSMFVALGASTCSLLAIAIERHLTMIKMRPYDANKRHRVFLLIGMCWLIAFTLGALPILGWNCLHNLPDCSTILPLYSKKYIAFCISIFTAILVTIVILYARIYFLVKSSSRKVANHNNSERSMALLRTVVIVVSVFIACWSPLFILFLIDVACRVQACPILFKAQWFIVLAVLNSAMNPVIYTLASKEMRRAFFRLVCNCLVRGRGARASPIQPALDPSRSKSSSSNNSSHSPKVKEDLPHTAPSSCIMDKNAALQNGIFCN
RAM inhibit: yeast RAM network inhibition. S. cerevisiae dse1pr::URA3 reporter, 5-FOA growth OD615, 2 d; analog-sensitive cbk1-as2 kinase mutant strain. inhibition, % at 50 µM. AID 868. 190,000 compounds, 1.8% hits;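 active means inhibition above a set limit, 3 SD over mean compound inhibition, cut at about 8.4% in these data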;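 further: 0% = DMSO-only wells with no growth and 100% = 10 µM 1-NA-PP1 full growth; inhibition rescues growth on 5-FOA so higher OD means more RAM inhibition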
PPARg SRC-2 ag: PPARgamma-driven SRC-2 recruitment agonism | P37231 | PPARgamma LBD-SRC-2 recruitment, biochemical | activation, % at 8 µM | 200,000 compounds, 0.34% hits; in the data active means activation above about 22%;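 further: 0% = vehicle and 100% = reference agonist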
PPARg SRC-1 ag: promotes SRC-1 coactivator recruitment by human PPARgamma; 200,000 compounds, 0.41% hits; PPARgamma-SRC-1 coactivator recruitment biochemical assay; P37231; AID 631; activation, % at 8 µM; in the data active means activation above about 19%;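 further: 0% = DMSO and 100% = reference agonist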
STAT3 inh: STAT3 signaling inhibition; AID 862; inhibition, % at 5.5 µM; 190,000 compounds, 0.89% hits; U3A cells, IL-6 STAT3-luciferase reporter, luminescence; host cell line lacks STAT1;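 active means inhibition above the mean inhibition across all screened compounds plus 3 SD, cut at about 44% in these data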;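 further: 0% = DMSO only wells and 100% = 100 µM nifuroxazide control wells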
ROMK primary: human ROMK K+ channel modulation, primary screen. P48048. Tet-inducible ROMK, thallium flux fluorescence; actives lie on both sides. B-score at 10 µM. 130,000 compounds, 2% hits. AID 1918;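 active means signal ratio slope over the read window, or its plate-corrected B-score, at least 3 SD from the plate mean, either direction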;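 further: B-score of the F/F0 ratio slope over 7 to 12 s after thallium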
Target sequence (P48048 whole entry, looked up): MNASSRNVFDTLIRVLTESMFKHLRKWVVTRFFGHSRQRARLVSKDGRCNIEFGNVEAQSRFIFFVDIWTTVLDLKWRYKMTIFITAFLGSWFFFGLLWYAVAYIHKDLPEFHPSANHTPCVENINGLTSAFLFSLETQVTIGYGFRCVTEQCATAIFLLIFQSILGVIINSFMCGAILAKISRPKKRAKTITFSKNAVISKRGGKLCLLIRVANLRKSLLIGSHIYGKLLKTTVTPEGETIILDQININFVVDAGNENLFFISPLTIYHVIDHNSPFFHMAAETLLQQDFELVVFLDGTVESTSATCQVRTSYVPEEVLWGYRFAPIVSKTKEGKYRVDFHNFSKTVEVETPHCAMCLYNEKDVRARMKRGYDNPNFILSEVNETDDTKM
STAT1 inh: inhibitors of IFN-gamma induced STAT1 signaling. NIH 3T3 STAT1-luciferase reporter, luminescence. inhibition, % at 5.5 µM. 200,000 compounds, 0.35% hits;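 active means inhibition above a set limit, the mean inhibition across all tested compounds plus 3 SD, cut at about 34% in these data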;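 further: 0% = IFN-gamma with DMSO and 100% = IFN-gamma with 300 µM nifuroxazide; values of inactives mirror those of a sister screen read the other way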
SRC2 TRFRET art: flags TR-FRET format artefacts in PPARgamma SRC-2 recruitment agonist screen; TR-FRET artefact counter-screen; stronger effect = higher value; 200,000 compounds, 0.4% hits; TR-FRET ratio at 8 µM; in the data active means TR-FRET ratio above about 2000; further: inactives centre near 1500; reference of the scale not given here
PPARg SRC-3 ag: agonists of human PPARgamma SRC-3 coactivator recruitment | P37231 | biochemical PPARgamma/SRC-3 coactivator recruitment assay | AID 731 | 200,000 compounds, 0.26% hits | activation, % at 8 µM; in the data active means activation above about 23%;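 further: 0% = DMSO and 100% = reference agonist; some compounds past the cut are filed as inactive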
TLR4 MyD88 comp: TLR4-MyD88 interaction inhibition in cells; HeLa CL3-4 TLR4/MyD88 BLA complementation, FRET ratio; inhibition, % at 8.4 µM; 200,000 compounds, 0.18% hits; in the data active means inhibition above about 25%;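 further: 0% = vehicle and 100% = reference inhibitor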
STAT3 activator: STAT3 signaling activation; U3A cells, IL-6 STAT3-luciferase reporter, luminescence; 100% = signal with IL-6 EC80 alone; activation (% of control), % at 5.6 µM; 190,000 compounds, 0.91% hits;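 active means activation above the screen-wide mean of compound activation plus 3 SD, cut at about 130% in these data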;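 further: 0% = background luminescence of wells with medium and substrate only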
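Material: human U3A cells carrying STAT3-luciferase construct. Measured by: reporter luminescence signal. Timing: compound 1 h, then IL-6 6 h at 37 °C.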
Numbers without * were called inactive; · = no result given.

SMILES | S1P3 antagonist | RAM inhibit | PPARg SRC-2 ag | PPARg SRC-1 ag | STAT3 inh | ROMK primary | STAT1 inh | SRC2 TRFRET art | PPARg SRC-3 ag | TLR4 MyD88 comp | STAT3 activator
O=C(Nc1ccc(Cl)c(Cl)c1)Nc1ccc(Br)cc1F | -4.7 | 6.8 | -0.2 | -2.7 | 7.2 | -0.0636 | -4.2 | 1666 | -0.1 | 0.8 | 94.2
CNC(=O)CSc1nnnn1-c1cc(C)ccc1C | · | 2.0 | 2.7 | 2.6 | 8.6 | · | -1.9 | 1577 | 5.1 | 0.8 | 95.9
O=C1NC2(CCCCC2)N=C1c1ccc(F)cc1 | -13.4 | 1.5 | -6.2 | -1.3 | -5.2 | -2.41 | -3.6 | 1256 | -6.3 | 7.0 | 106.2
CCCCNc1nc(-c2ccccc2)c(C(=O)OCC)cc1C#N | · | 0.8 | -8.0 | 2.5 | -10.0 | · | -2.5 | 1496 | -4.2 | 3.1 | 113.1
CC(=O)Nc1cccc(NC(=O)c2ccc(C(=O)Nc3cccc(NC(C)=O)c3)nc2)c1 | -2.0 | 4.8 | 9.6 | 1.1 | -4.6 | -0.277 | -8.9 | 1765 | 2.5 | -9.7 | 107.2
O=C(NCC1CCCO1)C1CC(=O)N(c2ccc(F)c(Cl)c2)C1 (stereo unspecified) | -11.5 | 0.1 | -4.9 | 4.8 | 16.4 | · | -1.6 | 1355 | -2.9 | 4.3 | 93.3
CN(C)c1cc(N/N=C/c2ccc(Cl)cc2)nc(N(C)C)n1 | 5.0 | 0.9 | 3.3 | -1.9 | -19.4 | -0.2 | 7.7 | 1707 | 7.3 | 3.6 | 121.4
COc1ccccc1N1CCN(CCCCOc2ccc(F)cc2)CC1 | · | 0.3 | 2.1 | 0.2 | 8.3 | -2.11 | 3.0 | 1510 | -3.5 | 14.5 | 97.9
CCN(c1ccccc1)S(=O)(=O)c1cccc(C(=O)O)c1 | -17.3 | 3.3 | -4.6 | -0.2 | 2.8 | · | -0.4 | 1588 | 1.0 | 5.6 | 99.8
COc1ccc(S(=O)(=O)NC2CCCC2)cc1Br | 3.4 | 1.4 | -4.4 | 0.7 | 2.4 | -1.51 | 3.9 | 1412 | 3.8 | 9.3 | 100.5
O=C(NCCC1=CCCCC1)C(=O)NCc1ccncc1 | -0.5 | 2.2 | 2.1 | -3.5 | 4.7 | 0.0568 | 5.1 | 1414 | 2.1 | 4.2 | 97.1
COc1cccc(NC(=O)c2nn(-c3ccc(OC)cc3OC)c(=O)c3ccccc23)c1 | 4.7 | 0.5 | 10.9 | 8.4 | 12.6 | 0.502 | 2.3 | 1622 | 5.1 | -6.3 | 94.3
NC(=O)COC(=O)c1cc(S(=O)(=O)N2CCOCC2)ccc1N1CCCCC1 | 3.1 | 2.1 | 5.4 | 3.4 | 6.3 | -0.215 | -0.1 | 1538 | 7.0 | 1.9 | 100.9
Cc1ccc(-c2noc(CSc3nnc(Cc4ccccc4)n3-c3cccc(C)c3)n2)cc1 | · | 5.6 | 4.5 | -2.1 | -13.7 | -0.442 | 2.7 | 1281 | 1.8 | 7.6 | 108.6
CCOC(=O)/C(C(N)=NCc1ccco1)=C(/O)c1ccccc1 | 15.9 | 0.1 | 4.1 | 2.9 | 11.5 | · | -0.6 | 1569 | 6.7 | -6.2 | 92.7
C/C=C/c1ccc(OCC(=O)NCc2ccccc2OC)c(OC)c1 | -8.3 | 0.2 | -2.5 | 0.1 | 13.6 | -0.409 | 2.2 | 1523 | -0.4 | -9.2 | 95.1
CCN1CCN(Cc2c(C)[nH]c3ccc(OC)cc3c2=O)CC1 | · | 1.5 | 3.4 | -0.9 | -3.4 | 0.151 | 0.9 | 1517 | -1.0 | 1.1 | 102.9
O=C(O)/C=C/c1ccc(O)c(O)c1 | -11.0 | 0.7 | 1.4 | 13.6 | -0.5 | · | 5.2 | 1718 | -0.8 | -6.5 | 102.5
O=C(CN1C2=NCCCN2c2ccccc21)c1ccc(Cl)cc1Cl | -5.8 | 3.3 | -4.8 | -2.5 | -13.8 | -2.4 | -11.4 | 1381 | 0.6 | 6.5 | 109.1
COc1ccc(C(=O)O)cc1N1C(=O)Nc2ccccc2N1O | -18.5 | -1.3 | 2.7 | 0.6 | 6.4 | · | -3.8 | 1369 | 4.8 | 6.9 | 97.6
CCOC(=O)N1CCC(N2CCN(S(=O)(=O)c3ccc4ccccc4c3)CC2)CC1 | · | 0.1 | -6.8 | -4.9 | 18.0 | -0.522 | 10.8 | 1494 | -9.0 | 13.4 | 89.2
CN(NC(=O)c1ccccc1F)c1nc(C(F)(F)F)nc2ccccc12 | 13.2 | 0.5 | 4.2 | 0.7 | -13.4 | 2.83* | 7.7 | 1319 | -2.5 | 2.6 | 115.4
c1ccc(C2OCC3(CO2)COC(c2ccccc2)OC3)cc1 (stereo unspecified) | · | 0.2 | 1.6 | -2.4 | 20.8 | · | -1.3 | 1579 | -9.9 | 16.5 | 91.5
CC(=O)NC(Cc1ccc(F)cc1)C(=O)N1CCN(C(=O)NCc2ccccc2)CC1 (stereo unspecified) | -24.6 | 2.3 | 13.7 | 7.0 | 8.2 | · | -1.1 | 1406 | -1.6 | -2.4 | 94.8
Clc1ncc(Cn2cccn2)s1 | 8.8 | 3.2 | -2.6 | 0.2 | -2.7 | 0.856 | -5.3 | 1472 | 4.7 | -3.2 | 106.4
ON=Cc1cccn1-c1ccccc1 | -12.2 | 1.7 | 0.9 | 6.3 | 0.2 | 0.081 | 10.1 | 1552 | 3.5 | 15.3 | 104.7
Cc1nc(Cl)sc1C(=O)Nc1cccc2ccccc12 | -1.3 | 0.4 | -1.9 | -3.6 | 28.9 | 0.00307 | 4.1 | 1707 | -0.9 | 4.5 | 77.9
CNC(=O)COC(=O)Cc1ccc(Cl)cc1 | -12.2 | 1.6 | -3.9 | -7.3 | 4.7 | 0.659 | 3.4 | 1457 | -4.6 | -14.4 | 96.0
COc1ccc(OC)c(NC(=O)Cn2c(=O)n(CC(=O)NCc3ccco3)c(=O)c3ccccc32)c1 | · | 2.2 | -3.1 | -4.4 | 18.8 | 0.866 | 5.3 | 1541 | 6.0 | 9.4 | 88.4
COCCNC(=O)c1ccccc1NC(=O)c1cc(OC)cc(OC)c1 | 8.3 | 0.5 | 4.7 | -1.6 | 1.0 | · | 8.8 | 1525 | 5.7 | -14.1 | 101.6
CC(C(=O)NC1CC(C)(C)NC(C)(C)C1)c1ccc([N+](=O)[O-])cc1 (stereo unspecified) | 3.2 | 0.0 | -7.6 | 8.9 | 7.1 | 1.04 | -9.6 | 1257 | 3.3 | -1.7 | 100.7
CCOc1ccccc1NC(=O)Nc1ccc(Br)cc1C | -0.6 | 1.6 | -0.8 | -2.9 | 21.9 | 0.68 | -5.0 | 1645 | -2.9 | -16.7 | 85.1
COc1ccc(NC(=O)CC2SC(=N)N(c3ccccc3)C2=O)c(OC)c1 (stereo unspecified) | 1.2 | 4.1 | 4.8 | 6.0 | 12.5 | -0.531 | 3.4 | 1489 | -2.4 | -12.1 | 93.5
CCCCCNC(=O)c1ccccc1SC | · | 0.1 | 10.3 | 5.3 | 0.4 | -0.339 | -4.3 | 1748 | 7.1 | -5.1 | 99.8
COc1ccc(-c2nnc(-c3cc(OC)c(OC)c(OC)c3)o2)cc1OC | · | 4.5 | 2.0 | 0.1 | 2.8 | 0.57 | 15.6 | 1655 | 4.6 | -0.4 | 100.8
CNc1nc(N)c(C(=O)Nc2cc(C)on2)s1 | 3.1 | -0.4 | 1.7 | 6.2 | -0.2 | -0.238 | -19.8 | 1451 | 0.1 | 4.7 | 102.2
CCN(Cc1ccccc1)C(=O)COC(=O)c1cc(=O)[nH]c2ccccc12 | 21.9 | -0.1 | -1.4 | -2.8 | 5.0 | 0.838 | 6.1 | 1428 | 3.1 | 0.7 | 103.3
Cc1cc(NC(=O)c2cc(-c3ccc(C)c(C)c3)nc3ccccc23)no1 | -18.6 | 2.7 | 11.0 | 2.8 | -15.7 | 0.66 | 1.8 | 1689 | 3.9 | -1.7 | 111.3
CCOc1cc(C(=O)NCC2CCCO2)cc(OCC)c1OCC (stereo unspecified) | 5.1 | 3.1 | 0.7 | 1.8 | 2.4 | 0.557 | 5.5 | 1562 | 9.4 | -3.3 | 100.3
c1ccc(Oc2ncnc3sccc23)cc1 | -4.0 | 1.6 | -11.8 | 9.6 | 6.4 | 1.36 | -1.9 | 1483 | 2.0 | -5.9 | 99.3
COc1ccc(Cc2nc3ccc(S(=O)(=O)N4CCOCC4)cc3[nH]2)cc1 | · | 0.8 | 8.2 | 0.4 | -12.9 | · | -3.8 | 1594 | -9.5 | 9.7 | 111.3
CCCCC(=O)Nc1nnc(-c2ccc(OC)cc2)s1 | · | 0.7 | -2.4 | 8.4 | 5.1 | · | -18.2 | 1601 | -7.6 | -9.7 | 96.9
CC(C)OCCCNc1ncc2c(n1)CC(c1ccc(N(C)C)cc1)CC2=O (stereo unspecified) | -0.2 | -0.4 | -2.7 | 1.6 | 2.5 | · | -0.3 | 1399 | -1.4 | 9.9 | 102.6
OC1(c2ccc(F)cc2)CCN(Cc2ccccc2)C1 (stereo unspecified) | 12.2 | -1.0 | -2.7 | -1.5 | -4.4 | -0.505 | -1.4 | 1755 | 1.5 | -1.8 | 106.2
COc1ccc(C(=O)c2sc(NC(C)C)nc2N)cc1OC | · | -0.6 | 4.3 | -2.1 | 8.6 | -4.18* | -10.2 | 1496 | 4.2 | 7.7 | 94.8
CCC(Oc1ccc2ccccc2c1)C(=O)O (stereo unspecified) | -2.8 | -0.5 | -0.1 | 4.2 | -4.7 | · | -5.4 | 1459 | 4.9 | 0.8 | 108.1
N=c1ncn(CC(O)CN2CCOCC2)c2nc(N3CCOCC3)[nH]c12 (stereo unspecified) | · | 0.8 | -2.1 | 3.3 | 4.7 | -0.156 | -1.8 | 1570 | 3.1 | 12.7 | 99.0
c1cnc(N2CCSCC2)nc1 | -49.8 | 1.4 | -3.9 | 3.1 | 0.7 | 0.215 | 3.7 | 1637 | 19.3 | 10.5 | 103.2

Arranged by molecular weight (smallest number first): part of the list above.
SMILES | S1P3 antagonist | RAM inhibit | PPARg SRC-2 ag | PPARg SRC-1 ag | STAT3 inh | ROMK primary | STAT1 inh | SRC2 TRFRET art | PPARg SRC-3 ag | TLR4 MyD88 comp | STAT3 activator
c1cnc(N2CCSCC2)nc1 | -49.8 | 1.4 | -3.9 | 3.1 | 0.7 | 0.215 | 3.7 | 1637 | 19.3 | 10.5 | 103.2
N=c1ncn(CC(O)CN2CCOCC2)c2nc(N3CCOCC3)[nH]c12 (stereo unspecified) | · | 0.8 | -2.1 | 3.3 | 4.7 | -0.156 | -1.8 | 1570 | 3.1 | 12.7 | 99.0
COc1ccc(Cc2nc3ccc(S(=O)(=O)N4CCOCC4)cc3[nH]2)cc1 | · | 0.8 | 8.2 | 0.4 | -12.9 | · | -3.8 | 1594 | -9.5 | 9.7 | 111.3
